# Assay outcomes: PubChem BioAssay, several laboratories
# ADAM17 inh – inhibitors of human ADAM17; P78536; recombinant ADAM17, EDANS/DABCYL FRET peptide cleavage; inhibition, % at 6.95 µM; 370,000 compounds, 0.83% hits;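 active means inhibition above the mean of compounds lying between control limits plus 3 SD, set per campaign, cut at about 8.5% in these data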;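 further: 0% = DMSO-only wells as the low control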
# Target sequence (P78536 215-824 limits assumed): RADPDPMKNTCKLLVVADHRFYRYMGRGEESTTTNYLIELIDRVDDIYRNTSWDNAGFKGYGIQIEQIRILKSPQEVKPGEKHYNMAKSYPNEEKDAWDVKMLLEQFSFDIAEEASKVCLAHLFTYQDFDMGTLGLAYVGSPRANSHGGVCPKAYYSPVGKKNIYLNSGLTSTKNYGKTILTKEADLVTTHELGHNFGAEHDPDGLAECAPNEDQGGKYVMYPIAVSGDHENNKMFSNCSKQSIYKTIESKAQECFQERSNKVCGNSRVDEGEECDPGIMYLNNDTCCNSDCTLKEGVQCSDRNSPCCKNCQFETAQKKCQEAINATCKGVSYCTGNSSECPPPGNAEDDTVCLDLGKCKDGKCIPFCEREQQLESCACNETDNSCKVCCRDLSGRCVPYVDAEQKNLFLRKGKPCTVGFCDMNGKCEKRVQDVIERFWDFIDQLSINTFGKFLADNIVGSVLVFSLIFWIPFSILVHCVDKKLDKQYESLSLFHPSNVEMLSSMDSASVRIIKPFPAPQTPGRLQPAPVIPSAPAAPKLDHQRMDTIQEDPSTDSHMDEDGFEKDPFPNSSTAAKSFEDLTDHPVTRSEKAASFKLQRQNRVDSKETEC
# NPR1 activator – GC-A (human) enzyme activation; P16066; activation, % at 10 µM; 370,000 compounds, 0.14% hits; HEK293 GC-A cells, cGMP TR-FRET, EC30 ANP; 0% at EC30 ANP, 100% saturating ANP; in the data active means activation above about 40%
# hcDAF-12 act – activates DAF-12 receptor from parasite H. contortus | HEK293 hcDAF-12 lit1-tk-luc reporter, luminescence; 0% DMSO, 100% Δ7-dafachronic acid | activation, % at 6.8 µM | 370,000 compounds, 1.4% hits | AID 652067;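 active means activation above the mean of all tested compounds plus 3 SD, cut at about 5.5% in these data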;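 further: 100% = response to 3 µM Δ7-dafachronic acid high control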
# PG9 binder – PG9 antibody binding by small molecule | TR-FRET gp120-PG9 antibody binding | inhibition, % at 6.7 µM | 360,000 compounds, 0.43% hits; in the data active means inhibition above about 8.5%
# DAX1 inh-1 – NR0B1 (DAX1) inhibition; P51843; HEK293 Gal4-DAX1 luciferase reporter, luminescence; inhibition, % at 6.75 µM; 340,000 compounds, 0.99% hits; AID 504766;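 active means inhibition above the mean over all tested compounds plus 3 SD, cut at about 4.2% in these data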;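 further: 0% = DAX1-transfected cells with DMSO and 100% = empty-vector control cells with DMSO; inhibition shows as a rise in luminescence from relieved DAX1 repression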
# Target sequence (P51843 207-470 limits assumed): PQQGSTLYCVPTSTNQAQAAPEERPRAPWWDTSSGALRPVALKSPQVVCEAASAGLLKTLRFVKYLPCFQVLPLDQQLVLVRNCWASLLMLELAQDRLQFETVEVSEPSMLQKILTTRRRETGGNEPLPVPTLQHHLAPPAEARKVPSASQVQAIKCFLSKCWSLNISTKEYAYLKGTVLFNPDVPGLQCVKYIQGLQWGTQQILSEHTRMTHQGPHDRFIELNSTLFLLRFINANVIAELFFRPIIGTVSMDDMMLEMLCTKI
# DAX1 inh-2 – DAX1 (NR0B1) inhibition, primary screen; HEK293T StAR-luciferase reporter, SF-1/DAX-1 repression relief; inhibition, % at 6.8 µM; 370,000 compounds, 1.1% hits; AID 652010;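 active means inhibition above the mean over all tested compounds plus 3 SD, cut at about 3.6% in these data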;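 further: 0% = DAX-1 cells with DMSO and 100% = cells lacking DAX-1 with DMSO; higher inhibition means more luminescence from relief of DAX-1 repression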
# FXN GAA850 act – activators of GAA850 frataxin (FXN) promoter; activation, % at 6 µM; HEK293 lucGAA850 FXN promoter luciferase reporter, 24 h; percent of 10 µM SAHA response; AID 540364; 360,000 compounds, 0.56% hits;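 active means activation above the average of all compounds screened plus 3 SD, cutoff fixed separately per campaign, cut at about 7.5% in these data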;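 further: 0% = DMSO wells and 100% = 10 µM SAHA wells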
# hgDAF-12 ag – hgDAF-12 agonism, primary luciferase screen; HEK293 GAL4-hgDAF12 UAS-luciferase reporter, agonist luminescence; normalized to butyrate control; activation, % at 6.8 µM; 370,000 compounds, 1.8% hits;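 active means activation above a cutoff set at the mean of all screened compounds plus 3 SD, cut at about 10% in these data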;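 further: 0% = DMSO wells and 100% = sodium butyrate wells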
# SMARCA2 activ – SMARCA2 function activation, primary screen; MG213 cells, MMTV-luciferase reporter, dexamethasone, overnight; activation, % at 9.1 µM; 370,000 compounds, 1% hits; AID 652017; in the data active means activation above about 7.8%;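 further: 0% = vehicle wells and 100% = reference activator wells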
# ssDAF12 agonist – S. stercoralis DAF-12 activation, primary screen. HEK293 ssDAF-12/GRIP1 lit1-tk-luc reporter, luminescence; % of 3 µM dafachronic acid response. AID 652126. 370,000 compounds, 1% hits. activation, % at 6.8 µM;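 active means activation above the mean over all tested compounds plus 3 SD, cut at about 0.9% in these data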;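 further: 0% = DMSO-only wells and 100% = 3 µM delta7-dafachronic acid wells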
# ADAM10 inh – inhibitors of human ADAM10; O14672; recombinant ADAM10, EDANS/DABCYL FRET peptide cleavage, 3 h; inhibition, % at 7 µM; 370,000 compounds, 0.62% hits; AID 720582;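 active means inhibition above a per-campaign cutoff equal to the mean of compounds falling between control-based bounds plus 3 SD, cut at about 20% in these data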;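 further: 0% = DMSO wells while the 100% control is not disclosed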
# An asterisk follows results filed as active; i = inactive; . = not tested or not shown. Compounds were not picked by outcome; about 6.8% have a hit in one of these screens.
# Under each structure – ADAM17 inh	NPR1 activator	hcDAF-12 act	PG9 binder	DAX1 inh-1	DAX1 inh-2	FXN GAA850 act	hgDAF-12 ag	SMARCA2 activ	ssDAF12 agonist	ADAM10 inh
1) Cc1ccc(C(C)C)c(OCC(=O)OCC(=O)NC2CC2)c1
→ 2	-1	2.2	0.3	0.2	-0.1	0.8	3.2	-3	-1.0	-5
2) O=C(CN1CCN(c2ccc(F)cc2)CC1)NCc1ccc(Cl)cc1
→ -2	-5	-0.6	-1.0	1.5	-0.3	-0.2	4.0	0	-1.5	0
3) O=C(c1cc(-c2ccccc2)nc2ccccc12)N1CCCc2ccccc21
→ 1	-8	1.9	2.6	-1.6	-0.4	1.6	-1.7	-3	-2.1	8
4) COC(=O)c1c(C)oc2c1cc(NS(=O)(=O)c1cccs1)c1ccccc12
→ 1	-7	0.1	-1.0	-0.5	-0.8	0.6	-0.4	-1	-0.7	6
5) CCn1c(CC(=O)Nc2ccccc2F)nnc1SCC(=O)N1CCOCC1
→ 6	0	1.8	-5.0	0.4	1.1	-0.3	3.7	2	-0.2	-4
6) C/C(=N\Nc1nccnc1Cl)c1ccc([N+](=O)[O-])cc1
→ 1	-13	4.0	-0.9	0.9	2.0	3.8	15*	5	0.6	8
7) CC(=O)NCCn1c(SCc2cc(F)ccc2F)nc2ccccc2c1=O
→ -1	-17	-2.4	1.6	0.8	-0.9	-2.4	1.4	-2	-0.9	-6
8) CCCOC(=O)Nc1ccccc1C(N)=O
→ -4	9	-0.9	0.6	0.8	-0.4	1.1	-1.3	0	-0.8	-12
9) COc1ccccc1C(=O)N1CCN(C(=O)COc2cccc(C)c2)CC1
→ -5	0	-1.6	0.2	-0.5	-0.1	2.0	-1.1	1	-1.5	-5
10) Cn1c(NC2CCCCC2)cc(=O)n(C)c1=O
→ -3	-2	-0.1	-0.4	1.4	-0.1	1.5	-2.2	-1	-1.5	-3
11) CC1(C)OC(c2ccccc2)=C/C(=C/C=C2C(=O)c3ccccc3C2=O)O1
→ -1	-3	0.7	-2.3	-0.1	0.3	-0.5	1.6	3	-0.4	-1
12) C=CCNc1cccc2c1S(=O)(=O)N[C@@H](C)CO2
→ -3	3	0.1	0.1	.	-0.2	.	-1.0	4	-0.4	-6
13) O=C(c1ccc(Cl)c(S(=O)(=O)N2CCOCC2)c1)N1CCN(c2ccccn2)CC1
→ -2	0	-1.4	-1.1	-1.0	-1.0	-0.3	-0.6	-3	-1.2	-20
14) COc1ccc(/C=N/NC(=S)Nc2cccc(C(=O)O)c2)cc1OC
→ -4	-4	-1.0	-0.7	-3.1	0.5	-4.6	-0.6	-1	-0.3	0
15) CCOC(=O)[C@@H]1[C@H]2COc3cc(OC)ccc3[C@@H]2N2C(=O)N(c3ccc(C)cc3)C(=O)[C@]12C
→ 1	2	-0.4	-1.5	-1.2	-0.2	0.1	-1.6	1	-1.0	-1
16) O=C1COc2ccc3ccccc3c21
→ -17	4	1.6	-0.8	1.1	-0.2	0.3	1.6	-3	-0.8	-32
17) COc1cc(Nc2cc(C)n(-c3cc(OC)cc(OC)c3)c(=O)c2)cc(OC)c1
→ -4	5	-1.2	0.2	.	-1.3	.	-5.9	1	-1.7	-11
18) O=C(Nc1ccccc1Cl)c1ccc2c(c1)N(Cc1ccc(F)cc1)C(=O)CS2=O (stereo not drawn)
→ 3	-2	-1.6	0.6	-0.2	0.5	-0.1	1.7	-1	-0.9	-1
19) CCOC(=O)c1c(C)[nH]c(C(=O)OCC(=O)NCc2ccccc2)c1C
→ -4	-1	-0.7	0.0	-0.6	0.3	0.4	3.0	2	-1.4	-20
20) CCNC(=O)NC(=O)COC(=O)c1ccccc1SCC(=O)NC(=O)NCC
→ -244	-6	7.9*	-0.4	0.0	3.9*	0.2	12*	0	2.3*	i
21) O=C(CN1C(=O)NC2(CCCc3ccccc32)C1=O)c1ccc(Br)cc1 (stereo not drawn)
→ -1	2	0.3	0.0	1.6	-0.3	0.5	-0.4	1	-0.7	7
22) N=c1c(C(=O)NC2CCCC2)cc2c(=O)n3ccccc3nc2n1C1CCCC1
→ i	7	0.5	-1.4	1.6	-0.1	-1.4	-0.4	-1	-1.0	i
23) COc1ccc(OC)c(Cc2nnc(CCC(=O)NCc3ccsc3)o2)c1
→ -1	-1	-0.8	-0.5	2.4	0.4	3.1	0.8	4	0.3	2
24) O=C(CSc1nnc(CNC(=O)c2ccco2)o1)Nc1cccc(C(F)(F)F)c1
→ 7	7	2.7	0.7	0.9	0.1	-0.6	-0.8	-3	-1.1	1
25) CN(CC(=O)Nc1ccc(N2CCOCC2)cc1)Cc1cc(=O)n2ccsc2n1
→ -2	-1	-1.2	-2.3	2.2	-1.5	1.1	4.6	-2	-1.7	-3
26) Cc1cccc(N2CCN(C(=O)c3ccc(CNc4c(N5CCC(C)CC5)c(=O)c4=O)cc3)CC2)c1C
→ -5	-8	1.8	-0.4	1.0	0.0	0.2	0.5	-3	0.5	-5
27) O=C(CN(Cc1ccc(Cl)cc1)C(=O)CN1C(=O)COc2ccccc21)NC1CCCC1
→ 2	-4	1.3	-1.1	-0.3	0.1	0.0	-1.1	5	-0.8	-3
28) CCOc1ccccc1N/C=C/C(=O)C(C)(C)C
→ -1	-2	-0.1	-0.8	1.0	0.0	1.8	0.0	-2	-0.6	-4
29) COc1cccc(C(=O)NCc2ccco2)c1
→ -5	1	0.2	1.2	-0.9	0.3	0.5	3.0	1	-0.9	-3
30) COc1ccc2nc(NC(=O)c3ccc(NS(=O)(=O)c4cccs4)cc3)sc2c1
→ -24	3	-1.2	-0.2	-0.4	-0.1	4.2	2.8	-1	-1.3	-62
31) COc1ccc(C(CNC(=O)c2cccc(NS(=O)(=O)c3ccc(C)c(F)c3)c2)N2CCCC2)cc1 (stereo not drawn)
→ -1	-5	-1.7	-1.3	0.5	2.5	-0.4	0.7	-2	-1.4	-17
32) CC1CCc2nn(CC(=O)NCc3ccc(F)cc3)cc2C1 (stereo not drawn)
→ 1	-1	-1.1	1.7	0.7	-1.2	0.5	0.0	-1	-1.4	-3
33) CC(C)(C)C(=O)Nc1ccc(-c2nnc3n2CCCCC3)cc1
→ 0	-1	-0.7	1.8	0.5	0.6	2.2	2.7	-2	-0.5	0
34) O=C(Nc1cccc(C(=O)N2CCCCC2)c1)C1CCCCC1
→ -4	0	0.3	1.9	-0.2	-0.8	-0.3	0.8	-3	-0.7	-5
35) O=[N+]([O-])c1ccc(NN=Cc2ccc(O)cc2O)nc1
→ 3	-3	-0.8	-0.3	-4.0	-4.5	-7.7	-0.2	-4	-0.2	-8
36) NC(=O)c1ccsc1NC(=O)COC(=O)Cc1c[nH]c2ccccc12
→ -4	2	-0.2	-1.1	-2.8	-1.5	1.1	-1.3	-6	-1.2	-4
37) COc1ccc(C2(C(=O)O)CCCC2)cc1
→ 6	3	-2.7	-3.6	-0.3	0.1	4.7	0.2	-2	-1.5	9
38) CC1CN(C(=O)c2ccccc2)OC(c2ccc3c(c2)OCO3)O1 (stereo not drawn)
→ -5	0	-2.1	-1.0	1.5	-0.2	-0.1	2.0	-1	-1.3	5
39) CC1CC(C)CN(CCCNC(=O)C2CCCN(S(=O)(=O)N3CC(C)CC(C)C3)C2)C1 (stereo not drawn)
→ 2	5	-1.4	-1.7	0.4	-0.2	1.0	1.0	-4	-0.8	-4
40) CCCCNC(=S)NNC(=O)c1ccc2c(c1)OCO2
→ 0	-2	-1.6	-1.0	0.3	0.1	3.5	-1.0	2	-1.5	6
41) O=C(O)c1cc(NC(=O)c2cccc(N3C(=O)c4ccccc4C3=O)c2)cc(C(=O)O)c1
→ -2	5	0.2	-0.6	0.1	0.4	-0.8	0.1	-1	-0.8	-6
42) CN(C)c1ccc(/C=N/NC(=O)CNC(=O)/C=C/c2ccco2)cc1
→ -25	-5	1.4	-6.7	0.1	-0.5	0.4	-1.5	0	-0.7	-59
43) Cc1cc(=O)[nH]c(N2CCc3ccccc3C2)n1
→ -3	0	-1.2	0.1	-1.1	-0.3	0.6	-2.2	-3	-1.4	-3
44) CC(C)Cn1cnc2c1c(=O)n(CC(=O)NC(=O)NC(C)(C)C)c(=O)n2Cc1ccccc1
→ 3	8	-0.7	-1.0	0.0	-0.3	2.2	0.3	-3	-0.8	-7
45) Cc1ccnc(NS(=O)(=O)c2ccc(NC(=O)CN3C(=O)CCC3=O)cc2)n1
→ 3	4	1.5	-1.5	-1.1	0.9	0.1	-0.9	1	-1.6	7
46) Clc1cccc(N2CCN(Cc3nnc(-c4ccccc4)o3)CC2)c1
→ 0	-3	-1.5	-0.1	1.2	-0.8	1.5	-0.4	0	-0.8	-6
47) Nc1c(Cl)cc(N=Nc2ccccc2)cc1Cl
→ 2	2	5.1	-2.3	0.9	3.0	3.4	7.2	5	1.0*	5
48) CCOC(=O)C1(C)NC(c2ccco2)C2C(=O)N(c3ccccc3)C(=O)C21 (stereo not drawn)
→ 0	1	-0.9	-1.8	0.8	-0.9	2.8	1.3	0	-1.4	3
49) CN(C)CCCNc1nc(N)c([N+](=O)[O-])c(NC2CCCCC2)n1
→ -3	2	-1.4	-0.5	-0.2	0.2	0.4	-2.0	-4	-1.8	1
50) O=C(Nc1cccc(C(F)(F)F)c1)c1csc([C@H]2C[C@H](O)[C@@H](CO)O2)n1
→ -8	-2	0.0	1.5	.	-0.8	0.0	-2.0	-4	-0.6	-2
51) Cc1ccc(-c2nnc(CSc3nncn3N)o2)cc1
→ -5	5	2.7	-2.2	0.1	0.2	2.2	3.0	-3	-0.5	4
52) Cc1nc(Cl)sc1C(=O)Nc1cccc(Cl)c1
→ -1	5	0.1	-1.9	-0.4	-0.1	0.5	-3.2	2	-0.7	9
53) COC(=O)c1scc(C)c1NC(=O)C(Cl)c1ccccc1 (stereo not drawn)
→ -3	-2	0.4	0.6	-0.6	-0.1	1.2	0.0	0	-1.5	-10
54) O=C(CSc1nnc(-c2ccccc2NC(=O)c2ccccc2)o1)OC1CCCCC1
→ -1	17	-1.2	-1.6	1.5	-0.1	-2.0	0.8	0	-0.8	-1

# 5 compounds out of the list, sorted by SMILES length, falling:
# Under each structure – ADAM17 inh	NPR1 activator	hcDAF-12 act	PG9 binder	DAX1 inh-1	DAX1 inh-2	FXN GAA850 act	hgDAF-12 ag	SMARCA2 activ	ssDAF12 agonist	ADAM10 inh
30) COc1ccc2nc(NC(=O)c3ccc(NS(=O)(=O)c4cccs4)cc3)sc2c1
→ -24	3	-1.2	-0.2	-0.4	-0.1	4.2	2.8	-1	-1.3	-62
3) O=C(c1cc(-c2ccccc2)nc2ccccc12)N1CCCc2ccccc21
→ 1	-8	1.9	2.6	-1.6	-0.4	1.6	-1.7	-3	-2.1	8
23) COc1ccc(OC)c(Cc2nnc(CCC(=O)NCc3ccsc3)o2)c1
→ -1	-1	-0.8	-0.5	2.4	0.4	3.1	0.8	4	0.3	2
6) C/C(=N\Nc1nccnc1Cl)c1ccc([N+](=O)[O-])cc1
→ 1	-13	4.0	-0.9	0.9	2.0	3.8	15*	5	0.6	8
35) O=[N+]([O-])c1ccc(NN=Cc2ccc(O)cc2O)nc1
→ 3	-3	-0.8	-0.3	-4.0	-4.5	-7.7	-0.2	-4	-0.2	-8
